Hep lipid drop = modulators of hepatic lipid droplet formation. AML12 mouse hepatocytes, oleate lipid droplets, BODIPY imaging. inhibition, % at 6.5 µM. 240,000 tested, 0.4% active. AID 1656;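 active = lipid droplet intensity inhibited by at least 50%, with more than 500 cells counted; inconclusive = wells with under 300 cells, treated as cytotoxic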
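Material – mouse AML12 hepatocyte cell line, fixed after treatment · Compound dosing – one dose, 6.5 µM compound · Times – compound with oleate, overnight · Measured by – Image-based BODIPY and DAPI two-channel analysis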
Dengue-2 NS5 capping = flavivirus cap methylation enzyme inhibition – biochemical, confirmation dose response, primary screen (AID 588689) | Dengue-2 NS5 methyltransferase capping enzyme assay, biochemical; higher % means a stronger effect | one-dose inhibition, % at 25 µM; IC50 in µM for titrated hits | 340,000 tested, 0.3% active; in the data active = a potency from the dose series; inconclusive = inhibition above about 29% without an active follow-up result
SIAH1 antagonists = Siah-1 peptide-binding antagonists, primary screen, biochemical, fluorescence polarization, rhodamine-plectin, uHTS (AID 1817); displacement, % at 20 µM, or IC50 in µM where a hit was titrated; Siah-1 / rhodamine-plectin peptide fluorescence polarization; higher % means a stronger effect; 290,000 tested, 0.02% active;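 active = displacement of at least 50% at 20 µM, with a fluorescence ratio check between 0.3 and a set limit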;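 note: plate controls were Siah plus tracer with DMSO for no effect and tracer alone without Siah for full effect; strong numbers were not always called active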
AID2073 = disruptors of CaV2.2 binding to Mint1 – biochemical, HTRF (AID 2073) | 290,000 tested, 0.19% active | inhibition, % at 20 µM, or IC50 in µM where a hit was titrated | HTRF protein-protein interaction, Mint1-CaV2.2; higher % means a stronger effect; in the data active = inhibition mostly above about 51%, no sharp cut-off; inconclusive = no clear call, values can overlap the other calls; inactive = mostly below about 53%; note: some results filed as inactive read as strong as hits
HEK293 NOD2/NF-kB = NOD2 signaling inhibitors, cell-based, luminescence, uHTS, HEK293 (AID 1566); 290,000 tested, 0.63% active; inhibition, % at 4 µM; hits with a dose series show EC50 in µM; HEK293 NOD2/NF-kB luciferase reporter, luminescence; higher % means a stronger effect; note: many of its hits are not listed in these tables
HIV fusion peptide = inhibitors of HIV fusion peptide binding, primary screen, biochemical, uHTS, fluorescence dequenching (AID 1986) | cell-free peptide binding, fluorescence dequenching, 30 min; higher % means a stronger effect | inhibition, % at 20 µM; hits with a dose series show IC50 in µM | 290,000 tested, 0.3% active; in the data active = inhibition mostly above about 52%, no sharp cut-off; inactive = mostly below about 76%; note: some results filed as inactive read as strong as hits
LYP phosphatase = PTPN22 lymphoid phosphatase activity blockers – biochemical, fluorescence intensity, uHTS (AID 1779). inhibition, % at 11.5 µM; hits with a dose series show IC50 in µM. recombinant LYP phosphatase, fluorescence intensity; higher % means a stronger effect. 290,000 tested, 0.054% active;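 note: plate controls were vehicle with enzyme for no effect and no enzyme for full effect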
Myeloid diff 2 = promotes myeloid progenitor differentiation | ER-HoxA9 myeloid progenitors, lysozyme-GFP differentiation, flow cytometry | calls only at 10 µM | 360,000 tested, 1% active;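 active = normalized GFP-positive differentiation at or above the plate's own cutoff, the solvent-only control mean plus 3 SD; inconclusive = no clear call, values can overlap the other calls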;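 note: cells exposed to compound for four days before flow analysis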
XIAP displacement = XIAP antagonists, biochemical, IAP family, fluorescence polarization (AID 1018). XIAP BIR domain, fluorescence polarization peptide displacement; higher % means a stronger effect. displacement, % at 20 µM, or IC50 in µM where a hit was titrated. 200,000 tested, 0.007% active; in the data active = displacement above about 50%; note: a part of the inactive calls stands beside numbers as strong as those of hits
Hep lipid drop cells 6.5 µM = second read-out of Hep lipid drop, no call of its own (marks repeat the call); cell count; measured here: cell count, cytotoxicity flag;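 cells counted across two imaged fields per well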
Dengue-2 NS5 capping pilot replicate = recorded beside Dengue-2 NS5 capping, whose call it bears; inhibition, %; measured here: pilot screen replicate inhibition
Myeloid diff 2 GFP+ MAC1+ % = further read-out of Myeloid diff 2, marked with its call; GFP+ MAC1+ double positive, %; measured here: differentiation confirmed by MAC1 staining
Numbers without * were called inactive; i = inactive; ? = inconclusive; · = no result given. Cut-off read from the data, not from the text of the source, unless noted: active = inhibition above about 50%; inactive = the rest. Only part of the results is shown; the hit share may differ from the screen's.

SMILES | Hep lipid drop | Hep lipid drop cells 6.5 µM | Dengue-2 NS5 capping | SIAH1 antagonists | AID2073 | HEK293 NOD2/NF-kB | HIV fusion peptide | LYP phosphatase | Myeloid diff 2 | Myeloid diff 2 GFP+ MAC1+ % | XIAP displacement | others
Cn1cc(CCC(=O)NCCCc2ccccc2)c2ccccc21 | -2 | 836 | 0% | 0% | 7% | 15% | 0.2% | -6% | i | 0.6 | ·
CC(C)C[C@H](NC(=O)c1nc[nH]c1C(=O)NCc1ccc(CNC(=O)OC(C)(C)C)cc1)C(=O)OC(C)(C)C | -1 | 784 | -6% | 2% | 22% | 1% | 1.8% | -2% | i | 2.1 | ·
COCCn1c(SCC(=O)NCc2ccc(OC)c(OC)c2)nc2ccccc21 | -29 | 784 | -13% | -2% | -15% | 13% | 0.0% | -13% | i | 0.6 | ·
Nc1nc2ccc(C(=O)NC3CCCCC3)cc2s1 | · | · | 2% | -3% | -10% | 4% | -0.4% | -6% | i | 0.8 | -4.6%
CC(/C=N/NC(=O)NC1CCCCC1)=C\c1ccccc1 | 0 | 679 | -6% | -2% | -14% | -8% | 2.5% | 12% | i | 0.6 | -2.8%
Cn1cc(S(=O)(=O)N2CCOCC2)cc1C(=O)NCc1ccc(Cl)cc1 | -1 | 772 | -3% | -8% | 13% | 0% | 0.1% | -14% | i | 3.9 | ·
COc1ccc(N(C(=O)COc2ccccc2OC)S(=O)(=O)c2ccc(C)cc2)cc1 | · | · | -21% | -3% | -1% | 14% | -1.7% | -1% | i | 0.8 | -2.0%
COC(=O)CNC(=O)C1CCN(S(=O)(=O)c2cnc[nH]2)CC1 | -18 | 643 | -6% | 0% | 1% | 4% | 1.5% | -9% | i | 0.3 | ·
O=C(C1=C[C@@H](c2coc3ccccc3c2=O)C[C@@H](OCc2ccc(CO)cc2)O1)N1CCOCC1 | -1 | 707 | -2% | 3% | 3% | 5% | -0.5% | 4% | i | 2.5 | -9.0%
CC(=O)c1sc(NC(=O)c2cccnc2Cl)nc1C | 33 | 652 | 7% | -4% | 3% | 4% | 0.0% | -4% | i | 0.3 | 0.3%
CCCCN(CCCC)c1cc(C)nc(-c2ccccc2O)n1 | · | · | 1% | -2% | -8% | -1% | 0.2% | -5% | i | 0.5 | -5.2%
Cc1ccc2[nH]c(=S)cc(C)c2c1 | · | · | 2% | 7% | -26% | -4% | 24% | -4% | i | 0.8 | -24%
COc1ccc(NC(=O)CSc2ccc(-c3sc(C)nc3C)nn2)cc1OC | -4 | 644 | 3% | 3% | 6% | 6% | 2.2% | -8% | i | 0.7 | ·
FC(F)(F)c1nc2ccccc2nc1N/N=C/c1c(Cl)cccc1Cl | 40 | 619 | -1% | -4% | 4% | 2% | -2.1% | -2% | i | 0.9 | -2.3%
O=C(O)c1cc2ccccc2cc1Nc1ccccc1 | -2 | 637 | 26% | -1% | 4% | 4% | 18% | -1% | i | 0.8 | ·
Cc1ccc(C)c(OC(C)C(=O)Nc2nccs2)c1 (centres undefined) | -35 | 788 | -4% | 0% | 8% | 9% | -0.5% | -5% | i | 0.6 | ·
Cc1cccc(C(=O)NCCc2nnc(SCC(=O)Nc3nc(C)cs3)n2C)c1 | 19 | 768 | -5% | 4% | -2% | 19% | -0.5% | -8% | i | 1.2 | -6.0% | Dengue-2 NS5 capping pilot replicate=-2.9
CCCCNC(=S)NCCN1CCCCC1 | -8 | 709 | -4% | -2% | -7% | 4% | 1.8% | -7% | i | 0.7 | -13%
NS(=O)(=O)c1ccc(-n2nncc2C23CC4CC(CC(C4)C2)C3)cc1 | · | · | -1% | 0% | 6% | -9% | 1.9% | -7% | i | 7.1 | -0.6%
O=C1Nc2cc(C(F)(F)F)ccc2N2CCCCC12 (centres undefined) | · | · | -10% | -6% | 10% | 21% | -1.3% | -6% | i | 0.1 | ·
CCOC(=O)C1=CN(Cc2ccc(OC)cc2)C=C(C(=O)OCC)C1c1cccs1 | 18 | 689 | -1% | 0% | 14% | 3% | -1.0% | 8% | i | 0.5 | -2.6%
O=C(NCCO)c1ccc(Cl)c(Cl)c1 | 2 | 777 | 2% | 1% | 4% | -1% | 0.0% | -2% | i | 0.9 | -2.2%
Oc1c(Cl)cc(Cl)c2c1NCCC2 | 4 | 691 | 30% | -4% | -14% | 16% | 12% | 6% | i | 0.4 | -12%
O=C(CN1C(=O)COc2ccc(S(=O)(=O)N3CCCC3)cc21)Nc1cccc(F)c1 | -4 | 750 | -7% | 0% | 8% | -2% | -1.3% | -6% | i | 0.7 | ·
CCC(NC(=O)c1ccncc1)c1ccccc1 (centres undefined) | 21 | 849 | -3% | 13% | -1% | 1% | 1.2% | -5% | i | 0.5 | ·
Cc1ccc(C)c(NC(=S)N(CCc2ccncc2)C(C)C)c1 | -1 | 698 | -15% | 0% | -9% | 18% | -0.3% | -7% | i | 1.0 | -3.7%
c1ccc(-c2onc3c2CCCC3)cc1 | 14 | 818 | -10% | -2% | 2% | 0% | -2.1% | -4% | i | 0.7 | -2.4%
O=C(c1c(Cl)cccc1Cl)N1CCCCCC1 | · | · | 0% | -2% | -12% | 8% | 0.2% | -3% | i | 0.9 | -0.1%
CC(=O)Nc1sc2c(c1C(c1ccccn1)N1CCN(C)CC1)CCCC2 (centres undefined) | -8 | 725 | -14% | 4% | -1% | 7% | -1.2% | -1% | i | 0.3 | -7.0%
Cc1cc(NC(=O)CSc2ccccn2)cc(NC(=O)CSc2ccccn2)c1 | -18 | 836 | -7% | 10% | -1% | 23% | 0.9% | -10% | ? | · | ·
C=CCNc1sc(C(=O)C(C)(C)C)c(N)c1C#N | 13 | 591 | -1% | 1% | -15% | -1% | 0.3% | 6% | i | 4.3 | -4.2%
COc1ccc(-c2cc3c(=O)n(CC(=O)NCc4cccnc4)ncn3n2)cc1 | -20 | 708 | 2% | 0% | 34% | -13% | 0.4% | -9% | i | 0.9 | ·
CC1=NN(C(N)=S)C(=O)C1N=Nc1ccc(C)c(Br)c1 (centres undefined) | · | · | -3% | -2% | 8% | -84% | -2.7% | -3% | i | 0.1 | ·
CCc1ccc(CNC(=O)CCn2ccc3cc(S(=O)(=O)N4CCCC4)ccc32)cc1 | -15 | 769 | -9% | -2% | 11% | 1% | -0.4% | -3% | i | 2.2 | ·
CCN(CC)C(=O)CN1C(=O)c2cccc3cccc1c23 | 2 | 809 | 1% | -3% | 29% | 20% | -1.3% | -8% | i | 0.8 | ·
COC(=O)C1=C(C(=O)c2ccc(C)cc2)C(c2ccccc2)n2nnnc2N1 (centres undefined) | · | · | 6% | 3% | 5% | -12% | -1.6% | -2% | i | 1.0 | -6.1%

8 structures already listed, sorted by number of heavy atoms, lowest first:
SMILES | Hep lipid drop | Hep lipid drop cells 6.5 µM | Dengue-2 NS5 capping | SIAH1 antagonists | AID2073 | HEK293 NOD2/NF-kB | HIV fusion peptide | LYP phosphatase | Myeloid diff 2 | Myeloid diff 2 GFP+ MAC1+ % | XIAP displacement | others
c1ccc(-c2onc3c2CCCC3)cc1 | 14 | 818 | -10% | -2% | 2% | 0% | -2.1% | -4% | i | 0.7 | -2.4%
O=C(c1c(Cl)cccc1Cl)N1CCCCCC1 | · | · | 0% | -2% | -12% | 8% | 0.2% | -3% | i | 0.9 | -0.1%
C=CCNc1sc(C(=O)C(C)(C)C)c(N)c1C#N | 13 | 591 | -1% | 1% | -15% | -1% | 0.3% | 6% | i | 4.3 | -4.2%
CC1=NN(C(N)=S)C(=O)C1N=Nc1ccc(C)c(Br)c1 (centres undefined) | · | · | -3% | -2% | 8% | -84% | -2.7% | -3% | i | 0.1 | ·
Cc1ccc(C)c(NC(=S)N(CCc2ccncc2)C(C)C)c1 | -1 | 698 | -15% | 0% | -9% | 18% | -0.3% | -7% | i | 1.0 | -3.7%
CC(=O)Nc1sc2c(c1C(c1ccccn1)N1CCN(C)CC1)CCCC2 (centres undefined) | -8 | 725 | -14% | 4% | -1% | 7% | -1.2% | -1% | i | 0.3 | -7.0%
COc1ccc(-c2cc3c(=O)n(CC(=O)NCc4cccnc4)ncn3n2)cc1 | -20 | 708 | 2% | 0% | 34% | -13% | 0.4% | -9% | i | 0.9 | ·
CCc1ccc(CNC(=O)CCn2ccc3cc(S(=O)(=O)N4CCCC4)ccc32)cc1 | -15 | 769 | -9% | -2% | 11% | 1% | -0.4% | -3% | i | 2.2 | ·

(further entries)
SMILES | Hep lipid drop | Hep lipid drop cells 6.5 µM | Dengue-2 NS5 capping | SIAH1 antagonists | AID2073 | HEK293 NOD2/NF-kB | HIV fusion peptide | LYP phosphatase | Myeloid diff 2 | Myeloid diff 2 GFP+ MAC1+ % | XIAP displacement | others
COc1cc2c(cc1OC)C(COc1ccc3c(C)cc(=O)oc3c1)N(C(=O)c1ccco1)CC2 (centres undefined) | -28 | 687 | -10% | 4% | 9% | 5% | 2.1% | 5% | i | 0.5 | -5.9%
COc1ccc(OC)c(NC(=O)CC2SC(=NCc3ccccc3)NC2=O)c1 (centres undefined) | 10 | 669 | 2% | -6% | -2% | 2% | -1.2% | -3% | i | 0.1 | -15%
CN(C)c1ccc(/C=N/NC(=S)NCc2ccccc2)cc1 | · | · | -11% | 2% | 3% | -10% | -2.8% | -8% | i | 0.7 | -1.7%
Cn1c(=O)c2c(nc(CN3CCC(C(N)=O)CC3)n2Cc2c(Cl)cccc2Cl)n(C)c1=O | 1 | 738 | -3% | -3% | 14% | 14% | -2.1% | -2% | i | 0.6 | -4.4%
COc1ccc(NC(=O)c2ccc(Cl)c(NC(=O)c3ccncc3)c2)cc1 | 3 | 702 | · | 1% | 4% | 9% | 1.5% | -12% | · | · | -3.7%
c1ccc(-c2cc3c(N4CCN(c5ccccc5)CC4)ncnc3s2)cc1 | 4 | 695 | -1% | -5% | 39% | 12% | 1.0% | -3% | i | 0.5 | -3.9%
CCOC(=O)C1=C(C)N=C2SC(C(=O)OC)=CC(=O)N2C1c1cc(OC)c(OC)c(OC)c1 (centres undefined) | 32 | 674 | 6% | 3% | 15% | 17% | 1.2% | 11% | i | 0.6 | 2.4%
CC(Cl)C(=O)c1ccc2c(c1)CCN2C(=O)C1CC1 (centres undefined) | 4 | 733 | -5% | 5% | 8% | 7% | 6.7% | -5% | i | 0.6 | -4.2%
O=C(NCCc1c[nH]c2ccccc12)c1ccccc1 | -7 | 809 | 5% | -3% | -1% | -29% | -1.1% | -9% | i | 0.5 | ·
CCC1SC(N)=NC1=O (centres undefined) | -19 | 706 | -6% | -1% | 5% | -2% | -0.3% | -3% | i | 0.8 | 1.0%
Cc1onc(-c2ccccc2Cl)c1C(=O)NCc1nc(-c2ccc(C(F)(F)F)cc2)no1 | 2 | 747 | -12% | -7% | -1% | 34% | 0.1% | 6% | i | 0.7 | ·

Compound activity (PubChem)
